Screening results: PubChem BioAssay, National Center for Advancing Translational Sciences (NCATS)
L3MBTL1 inh – qHTS Assay for the Inhibitors of L3MBTL1 | actives 0.66% (n = 230,000) | AlphaScreen L3MBTL1–H3K9me1 peptide binding | AID 485360, 2010 | Potency, µM (top dose mostly 57.1 µM), inactives show at the top dose activity, negative = inhibition, most hits filed as inhibitors; note: nearly all actives have a fitted effect of over 60% in size
Target sequence (Q9Y468 whole entry, looked up): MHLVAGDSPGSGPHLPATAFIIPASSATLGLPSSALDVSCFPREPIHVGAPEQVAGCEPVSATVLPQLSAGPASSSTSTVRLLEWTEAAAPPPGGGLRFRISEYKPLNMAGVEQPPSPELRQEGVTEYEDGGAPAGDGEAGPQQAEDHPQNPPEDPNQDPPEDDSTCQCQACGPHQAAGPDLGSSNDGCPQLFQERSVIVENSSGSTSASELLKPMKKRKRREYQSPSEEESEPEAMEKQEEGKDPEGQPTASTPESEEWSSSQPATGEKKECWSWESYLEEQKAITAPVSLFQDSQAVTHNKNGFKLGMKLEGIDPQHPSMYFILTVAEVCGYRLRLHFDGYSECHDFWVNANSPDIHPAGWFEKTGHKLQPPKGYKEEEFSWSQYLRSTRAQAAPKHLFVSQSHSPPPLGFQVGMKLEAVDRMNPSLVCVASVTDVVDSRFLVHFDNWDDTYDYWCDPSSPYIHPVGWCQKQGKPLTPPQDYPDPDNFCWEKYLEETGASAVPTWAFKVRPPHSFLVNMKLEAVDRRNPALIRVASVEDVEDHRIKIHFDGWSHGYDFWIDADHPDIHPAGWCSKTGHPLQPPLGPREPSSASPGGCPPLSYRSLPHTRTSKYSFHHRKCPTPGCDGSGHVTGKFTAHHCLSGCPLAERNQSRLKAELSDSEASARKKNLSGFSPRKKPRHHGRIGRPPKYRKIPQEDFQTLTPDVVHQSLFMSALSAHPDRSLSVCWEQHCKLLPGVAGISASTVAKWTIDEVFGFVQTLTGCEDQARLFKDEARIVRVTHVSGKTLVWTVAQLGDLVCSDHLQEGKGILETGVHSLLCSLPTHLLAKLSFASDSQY
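AlphaScreen assay: L3MBTL1 (50 nM final) was preincubated 30 min at room temperature with biotinylated H3(1-15)K9me1 peptide (75 nM final), then 30 min with library compounds; streptavidin donor and nickel chelate acceptor beads (10 ug/mL final) added, 30 min dark.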
GoLoco inh red – qHTS Assay for Inhibitors of RGS12 GoLoco Motif Activity (Red Fluorophore); Potency, µM (highest dose often 61.6 µM), without a hit: top-dose activity, negative = inhibition, usual class: inhibitors; Guanine nucleotide-binding protein G(i) subunit alpha-1 (Homo sapiens), P63096; actives 0.44% (n = 230,000); Gai1:RGS12 GoLoco peptide FP, rhodamine, 10 min; AID 880, 2007; active = well fitted inhibition curve with a large enough effect, not every such curve was filed as active; inactive = no such curve, though single readings can be large or run the other way; note: nearly all actives have a fitted effect of over 30% in size; many of its hits are not listed in these tables
RECQ1 helicase – qHTS Assay for Inhibitors of RecQ-Like Dna Helicase 1 (RECQ1) | AID 2549, 2010 | Potency, µM (highest dose often 57.3 µM), inactives show at the highest dose activity, negative = inhibition, hits mostly inhibitors | ATP-dependent DNA helicase Q1 (Homo sapiens), P46063 | RECQ1 DNA unwinding, red fluorescence kinetic read | actives 0.54% (n = 240,000);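 note: plate controls were vehicle for no effect and no enzyme for full effect; nearly all actives have a fitted effect of over 30% in size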
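50 nM RECQ1T1 preincubated 15 min with compound in Tris pH 8.0 buffer with MgCl2, DTT, Tween-20 and 2.5 ug/ml poly(dI-dC); started with 200 nM TAMRA/BHQ-2 forked duplex and 2 mM ATP. Unwinding read as fluorescence (525/598 nm), two reads 2 h apart.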
JMJD2E inh – qHTS Assay for Inhibitors of Human Jumonji Domain Containing 2E (JMJD2E). Lysine-specific demethylase 4E (Homo sapiens), B2RXH2. JMJD2E catalytic domain, FDH-coupled NADH fluorescence (FDH is formaldehyde dehydrogenase). Potency, µM (doses to about 57.1 µM), inactives show at the top dose activity change, negative = inhibition, most hits filed as inhibitors. actives 1.6% (n = 230,000). AID 2147, 2009; active = well fitted inhibition curve with a large enough effect, not every such curve was filed as active; inconclusive = small, poorly fitted or top-dose-only effect, or another doubt; inactive = no such curve, though single readings can be large or run the other way;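 note: 0% = wells with enzyme and -100% = buffer wells without enzyme; nearly all actives have a fitted effect of over 50% in size; many of its hits are not listed in these tables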
Tau FP inhib – qHTS for Inhibitors of Tau Fibril Formation, Fluorescence Polarization; AID 1468, 2008; Potency, µM (top dose mostly 57.7 µM), for inactives: at the highest dose activity, negative = inhibition, most hits filed as inhibitors; K18 P301L tau heparin fibrillization, Alexa594 FP, 6 h; actives 0.39% (n = 280,000); note: nearly all actives have a fitted effect of over 55% in size
Target sequence (P10636 561-689 P618L limits assumed): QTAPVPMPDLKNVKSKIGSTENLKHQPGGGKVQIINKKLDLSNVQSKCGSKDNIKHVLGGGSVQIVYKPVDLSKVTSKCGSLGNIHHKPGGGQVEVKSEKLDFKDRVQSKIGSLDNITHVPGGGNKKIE
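K18 P301L tau (15 uM unlabeled/0.24 uM Alexa 594-labeled, final) + compound + heparin 20 uM final; 100 mM NaOAc pH 7; 6 hr 37 C; ThT 30 uM final added, 1 hr RT; FP ex 555/em 632 nm.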
TexasRed fluor – Total Fluorescence Counterscreen for Inhibitors of the Interaction of Thyroid Hormone Receptor and Steroid Receptor Coregulator 2; TRb/SRC2 Texas Red total fluorescence interference; Potency, µM (titrated, usually from 106 µM), for the others: top-dose fluorescence change, negative = quenching; actives 0.29% (n = 280,000); active = well fitted curve in either direction with a large enough effect; inconclusive = small, poorly fitted or top-dose-only effect
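Flags fluorescent or light-absorbing compounds by total fluorescence, S + 2P, at 555 nm excitation and 632 nm emission. Mixture: 20 nM Texas Red SRC2 peptide, 0.6 uM human TRb LBD, 1 uM T3, 5% DMSO; compound exposure 5 h at ambient temperature.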
Tau fibril ThT – qHTS for Inhibitors of Tau Fibril Formation, Thioflavin T Binding | Microtubule-associated protein tau (Homo sapiens), P10636 | recombinant tau K18 P301L (four-repeat tau fragment), heparin-induced fibrillization, ThT fluorescence | Potency, µM (titrated, usually from 57.4 µM), for inactives: top-dose activity, negative = inhibition, most hits filed as inhibitors | actives 2.1% (n = 270,000); note: nearly all actives have a fitted effect of over 55% in size
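Recombinant human tau K18 fragment […] carrying P301L, 15 uM unlabeled plus 0.24 uM Alexa 594-labeled, was fibrillized with 20 uM heparin in 100 mM sodium acetate pH 7 for 6 hr at 37 C; 30 uM ThT fluorescence read after 1 hr.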
TRb SRC2 PPI – qHTS for Inhibitors of the Interaction of Thyroid Hormone Receptor and Steroid Receptor Coregulator 2; Thyroid hormone receptor beta (Homo sapiens), P10828; TRbeta-SRC2 peptide binding, fluorescence polarization; receptor liganded with 1 µM T3; Potency, µM (series often up to 106 µM), without a hit: at the top dose activity change, negative = inhibition, most hits filed as inhibitors; actives 0.065% (n = 280,000);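 note: plate controls were bound peptide for no effect and peptide without receptor for full effect; nearly all actives have a fitted effect of over 50% in size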
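Fluorescence polarization of 20 nM Texas Red SRC2 peptide with 0.6 uM human TRb ligand-binding domain, in Tris buffer with 1uM T3 and 5% DMSO. Incubated 5 hr ambient; normalized to unbound and bound controls.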
The depositor's hits bear a star; i = inactive; ? = inconclusive; nt = no result given; [ ] = another dose, or the depositor's remark. Unless noted, calls come from the whole dose curve; as a rule, active = well fitted curve in the direction sought with a large enough effect; inconclusive = small, poorly fitted or top-dose-only effect, or another doubt; inactive = no such curve, though single readings can be large; an effect the other way counts as inactive or inconclusive. Unless noted, % is set by controls: 0 for no effect and ±100 for the full control effect; potency is the fitted concentration of half-maximal effect.

SMILES	L3MBTL1 inh	GoLoco inh red	RECQ1 helicase	JMJD2E inh	Tau FP inhib	TexasRed fluor	Tau fibril ThT	TRb SRC2 PPI
COC(=O)CCNC(=O)N1CCN(c2nnc(C)c3c(C)n(-c4ccc(Cl)cc4)nc23)CC1	nt	nt	nt	nt	-4%	-1%	7%	-4%
CC(C)c1ccc(NC(=O)CC2Oc3ccccc3NC2=O)cc1 (centres undefined)	nt	nt	nt	nt	-16%	?	?	-2%
COc1ccccc1NC(=O)c1sc2nc3c(cc2c1N)CN(Cc1ccccc1)CC3	nt	nt	nt	nt	9%	-4%	?	6%
CCN(CC)C(=O)C(=O)c1c(-c2ccccc2)[nH]c2ccccc12	-5%	5%	-10%	-7%	15%	0%	8%	4%
O=C(COC(=O)c1ccc(Br)o1)Nc1ccc(S(=O)(=O)N2CCCC2)cc1	-3%	4%	-7%	3%	-5%	-4%	-3%	-21%
O=C(Nc1cccc(Cl)c1Cl)c1ccc2c(c1)N(Cc1cccc(Cl)c1)C(=O)c1ccccc1S2(=O)=O	nt	nt	nt	nt	?	-2%	-15%	-2%
COC(=O)[C@H]1C[C@H]2CC[C@H](O)C[C@H]2N1Cc1c(F)cccc1Cl	nt	18%	-9%	1%	7%	3%	-6%	7%
Cc1ccc(Cn2c(CN3CCC(C(=O)NCc4cccnc4)CC3)cc3ccccc32)cc1	nt	nt	nt	nt	4%	-1%	-9%	0%
Cc1nn(Cc2cccc(C(=O)NC(C)c3ccc(C(C)(C)C)cc3)c2)c(C)c1[N+](=O)[O-] (centres undefined)	nt	10%	-8%	8%	1%	-4%	-8%	-2%
O=C(Nc1cccc([N+](=O)[O-])c1)c1ccc(N2CCCC2=O)cc1	-22%	5%	2%	0%	-1%	-5%	-17%	-6%
Cc1ccc(Nc2c(-c3ccco3)nc3nc(C)cc(C)n23)cc1	nt	10%	-2%	-2%	4%	1%	-9%	-4%
CCN1CCc2c(sc(NC(=O)c3ccc(S(=O)(=O)N4CCOCC4)cc3)c2C(N)=O)C1	-2%	34%[activator]	-1%	-3%	8%	-3%	-20%	-1%
Cc1ccc2nc(NC(=O)CSc3nncc(=O)n3N)sc2c1	-2%	14%	2%	12%	2%	-1%	?	-7%
COC(=O)Nc1cc(C(F)(F)F)ccc1N1CCN(c2ccccc2)CC1	-24%[11.4 µM]	14%	i	4%	?	0%	?	-23%
C/C(=N/OC(=O)c1cccc(Cl)c1)c1nccs1	2%	-7%	-18%	5%	-2%	-5%	-11%	-4%

Taken from above.
COC(=O)Nc1cc(C(F)(F)F)ccc1N1CCN(c2ccccc2)CC1 in JMJD2E inh = 4%
COC(=O)[C@H]1C[C@H]2CC[C@H](O)C[C@H]2N1Cc1c(F)cccc1Cl in Tau FP inhib = 7%

Other records
SMILES	L3MBTL1 inh	GoLoco inh red	RECQ1 helicase	JMJD2E inh	Tau FP inhib	TexasRed fluor	Tau fibril ThT	TRb SRC2 PPI
CCn1cc(C(=O)NCCC(C)C)c(=O)c2cc(S(=O)(=O)N(C)C3CCCCC3)ccc21	nt	nt	nt	nt	-2%	0%	-10%	-3%
O=C1CC(c2ccccc2)CC(O)=C1C=NCc1ccccc1 (centres undefined)	3%	0%	-14%	3%	3%	-1%	-8%	-2%
On1c(-c2ccccc2Cl)nc2ccccc21	2%	4%	-1%	-7%	-8%	-3%	-2%	0%
CCN(CC)S(=O)(=O)c1cccc(-c2nnc(SCCOc3ccc(Cl)cc3)o2)c1	15%	-2%	-3%	-5%	5%	-2%	-7%	6%
O=C(C1CCN(S(=O)(=O)c2cccc3nonc23)CC1)N1CCN(c2ccc(F)cc2)CC1	nt	nt	nt	nt	?	?	-15%	-3%
C=Cc1ccc(Cn2c(C(=O)O)c(CNCc3cc(Br)ccc3OC)c3ccc(C)cc32)cc1	nt	nt	nt	nt	3%	-2%	-1%	-10%
O=C(O)CCC(=O)Nc1ccccc1N1CCOCC1	nt	-5%	i	-1%	-3%	2%	-12%	-7%
OCc1ncc(-c2ccccc2)s1	6%	6%	i	6%	5%	-5%	-11%	-4%
O=C(Nc1ccc(Cl)cc1)c1sccc1-n1cccc1	27%	7%	-6%	-7%	0%	-5%	-4%	-4%
CC(C)Oc1cc(NC(=O)CS(=O)(=O)CC(=O)N(C)C)c(Cl)cc1Cl	4%	6%	i	-8%	-10%	0%	-3%	-4%
CCOc1ccc(N2C(=O)CC(SC(=NC)Nc3ccc(F)cc3)C2=O)cc1 (centres undefined)	-1%	0%	i	0%	1%	1%	-1%	-3%
Cc1ccccc1C(=O)N1CCN(c2ccc(NC(=O)c3ccco3)cc2Cl)CC1	0%	-6%	-2%	-6%	-9%	-1%	?	-15%
CC1CCN(C(=O)Cn2c(=O)oc3cc(S(=O)(=O)N4CCCCC4)ccc32)CC1	nt	nt	nt	nt	-3%	4%	7%	2%
CCn1ccc2c(OCC(=O)Nc3ccc(C(C)=O)cc3)cccc2c1=O	nt	nt	nt	nt	?	0%	-8%	-5%
NNC(=O)c1cc(-c2ccc(O)cc2)nc2ccc(Br)cc12	-17%	17%	-3%	10%	-5%	-2%	-3%	5%
CCOC(=O)c1ccc(N2C(=O)c3[nH]nc(-c4ccc(OC)cc4)c3C2c2cccc(O)c2)cc1 (centres undefined)	nt	nt	nt	nt	16µM*	-1%	?	3%
N#Cc1ccc(NC(=O)c2cc(-c3cccs3)on2)cc1	-5%	-3%	i	?	-12%	3%	-5%	1%
COCC(=O)N1CCN(c2nc3ccccc3o2)CC1	nt	-24%	-8%	-5%	-8%	5%	-19%	-11%
O=C(Cn1nc(Cc2cccnc2)c2ccccc2c1=O)Nc1cccc(C(F)(F)F)c1	nt	nt	nt	nt	-15%	-2%	?	-2%
Cc1cc(C(=O)CN2C(=O)NC3(CCCc4sccc43)C2=O)c(C)n1-c1ccccc1 (centres undefined)	-8%	-7%	-23%	-14%	8%	-8%	?	5%
C=CCNC(=O)NC(=O)COC(=O)CCCSc1nc2ccccc2[nH]1	nt	-24%	-4%	6%	-3%	-5%	-14%	0%
CCOc1ccc2[nH]c(=O)c(C(c3nnnn3Cc3ccco3)N3CCCC(C)C3)cc2c1 (centres undefined)	nt	133%[activator]	?	?	?	0%	?	-5%
Cc1cccc(OCCOc2ccccc2C=C(C#N)C#N)c1	19%	0%	-12%	-16%	-19%	3%	?	-1%
CN(C)c1ccc(CNC(=O)c2ccc(NC(=O)c3nsc4ccccc34)cc2)cc1	nt	nt	nt	nt	1%	-1%	-3%	-4%
CCOC(=O)c1c(Nc2ccc(Cl)cc2)sc(/C=C2\C=Nc3ccccc32)c1O	nt	23%	i	5%	?	1%	?	-2%
O=C(NCCc1ccc2c(c1)OCCO2)c1ccc([N+](=O)[O-])cc1Cl	nt	-2%	i	16%	0%	1%	?	-5%
Cc1cc(C)c[n+](CC(=O)c2ccc(-c3ccccc3)cc2)c1	30%	3%	i	-1%	3%	1%	-7%	-3%
CSc1nc(-c2ccccc2)cc(C)c1C#N	-15%	17%	-7%	4%	-7%	-3%	9%	-4%
Cn1nc(C(=O)NCc2cccnc2)c2ccccc2c1=O	5%	-3%	i	-1%	2%	-4%	-6%	1%
O=C(c1ccco1)N1CCN(C(=O)C2CC(c3ccc(Cl)c(Cl)c3)=NO2)CC1 (centres undefined)	2%	-10%	i	6%	0%	4%	?	5%
COc1ccc(NC(=O)C(=O)N/N=C/c2cccnc2)cc1	nt	5%	4%	5%	-8%	-4%	?	3%
CCN(CC)C(=O)c1ccc2c(c1[N+](=O)[O-])C(=O)c1ccccc1C2=O	6%	4%	-6%	-5%	3%	-2%	-2%	-7%
Cc1cc(C)c(S(=O)(=O)NCc2ccc3c(c2)CCN3C(=O)c2ccccc2)c(C)c1	nt	nt	nt	nt	3%	-1%	-4%	-3%
CCN1CC=C2C(C#N)=C(N)C(C#N)(C#N)[C@H](c3ccoc3)[C@H]2C1	-12%	-8%	i	?	?	14%	?	-17%
COc1cccc(OC)c1C(=O)Nc1ccc(N2CCCCC2)cc1	nt	-1%	-3%	2%	10%	0%	?	4%
N#CCCN(C(=O)COc1ccc(Br)cc1F)c1ccc(F)cc1	nt	0%	0%	0%	-7%	0%	-7%	5%
CCc1ccccc1NC(=O)C(CCSC)NS(=O)(=O)c1ccc2c(c1)oc(=O)n2C (centres undefined)	nt	nt	nt	nt	-2%	-2%	7%	-3%
CC(=O)Nc1ccc(Nc2ncnc3c2cnn3-c2ccc(C)cc2C)cc1	nt	3%	-7%	?	-5%	-2%	-21%	-13%
COc1nc(-c2ccc(C)cc2)ccc1-c1noc(-c2cccnc2)n1	2%	9%	i	?	-7%	0%	-17%	1%
COc1cccc(C2=C(C(C)=O)Sc3nncn3N2C(C)=O)c1	nt	nt	nt	nt	?	-1%	?	-16%
COc1ccc(OCC(O)CNC(=O)c2ccccc2)cc1 (centres undefined)	1%	4%	-19%	9%	3%	-1%	-13%	-8%
Cc1ccc(C(=O)COC(=O)c2cc(=O)[nH]c3ccccc23)cc1C	3%	150%[activator]	4%	?	-7%	0%	-10%	-6%
CNC(=O)N(C1=NCCCCC1)c1ccc(Br)cc1	0%	0%	-3%	4%	-5%	-4%	-5%	-10%
O=C(NC1CCCC1)C(c1ccccc1F)N(C(=O)c1ccco1)C1CCCC1 (centres undefined)	-1%	2%	i	-5%	0%	-11%	5%	6%

This is a subset; count on the stated rates, not on these rows.
